# Siah-1 displacement: blockers of Siah-1 interaction with plectin peptide – biochemical, fluorescence polarization, rhodamine-plectin, uHTS, primary screen (AID 1817); Siah-1 / rhodamine-plectin peptide fluorescence polarization; higher % means a stronger effect; one-dose displacement, % at 20 µM; IC50 in µM for titrated hits; 290,000 compounds, 0.02% hits;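 active = displacement of at least 50% at 20 µM, with a fluorescence ratio check between 0.3 and a set limit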;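 note: plate controls were Siah plus tracer with DMSO for no effect and tracer alone without Siah for full effect; strong numbers were not always called active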
# NTR1 agonist: agonists of NTR1, primary screen, imaging, U2OS cells, beta-arrestin-GFP, high content (AID 493036); P30989; NTR1-U2OS beta-arrestin-GFP spot imaging, agonist mode; activation, % at 20 µM; 330,000 compounds, 0.17% hits;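 active = activation at or above 40% of the spot to cytoplasm intensity ratio, with at least 20 cells analyzed; inconclusive = wells under 20 cells, flagged as cytotoxic or low count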;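 note: 0% = DMSO without peptide and 100% = 100 nM NTR1 peptide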
# Target sequence (P30989 whole entry, looked up): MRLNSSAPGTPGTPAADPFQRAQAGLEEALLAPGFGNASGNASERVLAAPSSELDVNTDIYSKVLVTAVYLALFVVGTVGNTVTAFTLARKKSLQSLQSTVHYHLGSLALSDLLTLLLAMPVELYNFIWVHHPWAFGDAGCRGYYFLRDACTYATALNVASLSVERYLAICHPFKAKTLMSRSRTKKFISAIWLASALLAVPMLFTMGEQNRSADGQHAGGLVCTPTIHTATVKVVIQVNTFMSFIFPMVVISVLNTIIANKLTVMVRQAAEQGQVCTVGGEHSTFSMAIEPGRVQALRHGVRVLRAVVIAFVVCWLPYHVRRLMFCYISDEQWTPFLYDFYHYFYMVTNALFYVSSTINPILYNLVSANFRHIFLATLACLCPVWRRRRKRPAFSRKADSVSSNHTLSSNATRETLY
# UTI89 phage lysis: protection from phage-mediated lysis, alamar blue read-out – E. coli UTI89, K1F phage, bacterial capsule biogenesis inhibitors (AID 488966); E. coli UTI89 K1F phage lysis, alamar blue, 2 h; higher % means a stronger effect; inhibition, % at 100 µM, or IC50 in µM where a hit was titrated; 340,000 compounds, 0.02% hits;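 active = phage lysis inhibition, versus mean bacterial control, above a set limit; inconclusive = no clear call, values can overlap the other calls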;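 note: capsule biogenesis inhibitors block K1F phage lysis so surviving cells raise fluorescence; higher fluorescence means more inhibition of phage lysis; actives were called in the ten point dose series up to 300 µM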
# NS5 inhibitors: flavivirus cap methylation enzyme inhibition – biochemical, confirmation dose response, primary screen (AID 588689) | 340,000 compounds, 0.3% hits | Dengue-2 NS5 methyltransferase capping enzyme assay, biochemical; higher % means a stronger effect | inhibition, % at 25 µM; hits with a dose series show IC50 in µM; in the data active = a potency from the dose series; inconclusive = inhibition above about 29% without an active follow-up result
# MgcRacGAP inhibition: MgcRacGAP GTPase-activating activity inhibitors, confirmation, biochemical, ADP Hunter fluorescence. one-dose inhibition, % at 30 µM; IC50 in µM for titrated hits. MgcRacGAP-stimulated Rac1 GTP hydrolysis, ADP Hunter fluorescence; higher % means a stronger effect; GST-tagged Rac1 F28L mutant substrate. 340,000 compounds, 0.6% hits;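 active = first-screen hits whose inhibition reached a set limit at any dose in the follow-up dose series; inconclusive = inhibition above the set first-screen limit but never retested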;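 note: fluorescence reports GDP produced by GAP-driven GTP hydrolysis; strong numbers were not always called active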
# AID2073: inhibitors of Mint1-CaV2.2 protein interaction, biochemical, HTRF (AID 2073). one-dose inhibition, % at 20 µM; IC50 in µM for titrated hits. 290,000 compounds, 0.19% hits. HTRF protein-protein interaction, Mint1-CaV2.2; higher % means a stronger effect; in the data active = inhibition mostly above about 51%, no sharp cut-off; inconclusive = no clear call, values can overlap the other calls; inactive = mostly below about 53%; note: some results filed as inactive read as strong as hits
# Large T inhibition: TAg ATPase/helicase activity blockers – biochemical (AID 1903); SV40 large T antigen ATPase/helicase inhibition assay; higher % means a stronger effect; inhibition, % at 20 µM, or IC50 in µM where a hit was titrated; 310,000 compounds, 0.39% hits; in the data active = a potency from the dose series; inconclusive = inhibition mostly from about 32% at the one dose, without a potency; inactive = the rest, 99 in 100 with inhibition below about 32%; note: strong numbers were not always called active
# West Nile antiviral: West Nile virus antiviral activity, cell-based, CPE readout (AID 1621); West Nile virus-infected cells, CPE inhibition; higher % means a stronger effect; 290,000 compounds, 0.02% hits; CPE inhibition, % at 10 µM; hits with a dose series show IC50 in µM; in the data active = a potency from the dose series; inconclusive = CPE inhibition mostly from about 3.7% at the one dose, without a potency; inactive = the rest, 99 in 100 with CPE inhibition below about 2.2%; note: strong numbers were not always called active
# RSV CPE inhibition: RSV antiviral activity via CPE protection, HEp-2 cells, primary 10 µM value included (AID 2391) | HEp-2 cells, RSV-induced CPE inhibition; higher % means a stronger effect | one-dose CPE inhibition, % at 10 µM; IC50 in µM for titrated hits | 310,000 compounds, 0.13% hits; in the data active = a potency from the dose series; inconclusive = CPE inhibition mostly from about 23% at the one dose, without a potency; inactive = the rest, 99 in 100 with CPE inhibition below about 21%; note: strong numbers were not always called active
# NTR1 agonist cell count 20 µM: further read-out of NTR1 agonist, marked with its call; cell count; measured here: cell count, cytotoxicity flag
# NS5 inhibitors pilot replicate: recorded beside NS5 inhibitors, whose call it bears; inhibition, %; measured here: pilot screen replicate inhibition
# * = called active by the depositor; ? = inconclusive; . = no result given; [ ] = another dose, or the depositor's remark. Hits appear at their usual frequency. Share with any hit: about 1.6%.
SMILES,Siah-1 displacement,NTR1 agonist,NTR1 agonist cell count 20 µM,UTI89 phage lysis,NS5 inhibitors,MgcRacGAP inhibition,AID2073,Large T inhibition,West Nile antiviral,RSV CPE inhibition,others
COc1ccc(OC)c(/C=N/NC(=O)c2ccc(=O)[nH]n2)c1,1%,0.7,77,0.0%,1%,10%,-10%,7%,-0.1%,0.7%,
CCCCCCC(=O)Nc1ccc(Cl)cn1,6%,-0.6,42,14%,-6%,0%,-5%,9%,0.1%,2.1%,
C[C@H](CO)N1C[C@H](C)[C@@H](CN(C)Cc2ccncc2)Oc2c(NC(=O)CCC(F)(F)F)cccc2C1=O,.,0.2,63,1.8%,2%,5%,.,.,.,.,
Cc1ccnc(NC(=O)C2CC(=O)N(c3ccc4c(c3)OCCO4)C2)c1 (stereo unspecified),0%,-0.2,58,-0.1%,-11%,7%,4%,10%,-0.1%,1.1%,
COc1ccc(NC(=S)NC2CC3CCCC(C2)N3C2CC2)cc1 (stereo unspecified),5%,0.2,34,0.7%,-12%,4%,-1%,14%,-0.3%,0.1%,
Nc1ccccc1SCc1cc([N+](=O)[O-])cc2c1OCOC2,-2%,-4.7,94,0.0%,-6%,3%,9%,7%,1.2%,22%,NS5 inhibitors pilot replicate=-1.8
CCN(CC)CCn1c(NCc2cccc(OC)c2OC)nc2ccccc21,-2%,-0.3,44,0.7%,-3%,12%,-2%,15%,-0.8%,0.5%,
Cc1ccc(NC(=O)CCC(=O)NNC(=O)NC23CC4CC(CC(C4)C2)C3)cc1C,3%,1.2,40,0.8%,-4%,9%,2%,8%,-0.6%,0.4%,
CCc1ccc(N2CC(C(=O)Nc3cccc(C(=O)NC4CC4)c3)CC2=O)cc1 (stereo unspecified),.,-1.6,61,3.2%,-1%,3%,.,.,.,0.1%,
Cc1ccc2c(c1)N(CC(=O)NCC1CCCO1)C(=O)C(C)O2 (stereo unspecified),8%,-2.1,82,0.1%,1%,0%,4%,-1%,1.3%,2.2%,
COc1ccccc1N1CCN(C(=O)c2oc3cc(C)c(C)cc3c2C)CC1,8%,.,.,-0.3%,3%,1%,2%,12%,-0.2%,.,
COC(=O)C(CCSC)NC(=O)Cn1ncc2c(=O)oc3ccccc3c21 (stereo unspecified),-1%,0.3,88,0.6%,-3%,0%,15%,6%,0.8%,1.8%,
CCS(=O)(=O)Nc1ccc(C2=NN(S(=O)(=O)c3ccc(F)cc3)C(c3ccco3)C2)cc1 (stereo unspecified),0%,2.7,78,0.6%,-11%,-1%,20%,3%,1.6%,5.4%,
Cc1c(C(=O)c2no[n+]([O-])c2C(=O)c2cnn(C)c2C)cnn1C,-3%,-0.9,39,-0.2%,9%,10%,12%,15%,0.1%,-0.9%,
Cc1ccc(OCC(=O)N/N=C/c2ccncc2)cc1,1%,-0.5,40,1.1%,0%,13%,2%,1%,.,-0.9%,
O=C(CCN1C(=O)c2ccccc2C1=O)Nc1sc2c(c1C(=O)NCc1ccco1)CCCC2,0%,8.4,51,3.9%,1%,1%,-1%,9%,0.1%,1.4%,
COC(=O)C1=C(C)N(c2cccc(C)c2)C(=O)/C1=C\c1cccs1,-3%,1.2,43,0.5%,-2%,6%,-4%,8%,-0.3%,5.3%,
Cc1ccc(NC(=O)C2CC(=O)Nc3ncnn32)cc1Cl (stereo unspecified),-1%,1.5,61,0.1%,-10%,11%,6%,19%,0.3%,-0.8%,
Cc1nnc(NC(=O)c2c(F)cccc2F)s1,-3%,3.6,54,4.7%,-1%,3%,-5%,1%,-0.1%,1.1%,
C=CCn1cc(F)c(=O)n(CC=C)c1=O,-4%,-0.6,49,0.4%,.,-2%,8%,22%,0.6%,2.1%,
O=C(CCNS(=O)(=O)c1cccs1)Nc1nccs1,5%,-1.2,83,1.6%,-4%,7%,-7%,17%,0.0%,-0.7%,
COc1cccc(C2CC(=O)Nc3cc4c(cc32)OCCO4)c1OC(C)C (stereo unspecified),0%,0.4,100,-0.1%,-4%,1%,7%,10%,-0.1%,0.9%,
CCC(/C=N/NC(=O)c1ccccc1F)CC,-9%,1.3,58,-1.6%,-5%,-5%,-9%,27%,-0.7%,1.7%,
COc1ccc(N2Cc3cccc(C(=O)NC(C)CCc4ccco4)c3C2=O)cc1 (stereo unspecified),1%,4.0,54,1.7%,-5%,12%,55%,17%,-0.1%,3.1%,
O=C(CN1CCN(C(=O)c2cncn2-c2ccc(F)cc2)CC1)Nc1ccccc1C(F)(F)F,.,-2.4,65,0.1%[50 µM],3%,-7%,.,.,.,2.9%,

# Arranged by formula weight (highest first): 3 of the compounds above
SMILES,Siah-1 displacement,NTR1 agonist,NTR1 agonist cell count 20 µM,UTI89 phage lysis,NS5 inhibitors,MgcRacGAP inhibition,AID2073,Large T inhibition,West Nile antiviral,RSV CPE inhibition,others
COc1ccc(OC)c(/C=N/NC(=O)c2ccc(=O)[nH]n2)c1,1%,0.7,77,0.0%,1%,10%,-10%,7%,-0.1%,0.7%,
Cc1ccc(OCC(=O)N/N=C/c2ccncc2)cc1,1%,-0.5,40,1.1%,0%,13%,2%,1%,.,-0.9%,
CCCCCCC(=O)Nc1ccc(Cl)cn1,6%,-0.6,42,14%,-6%,0%,-5%,9%,0.1%,2.1%,

# Other records
SMILES,Siah-1 displacement,NTR1 agonist,NTR1 agonist cell count 20 µM,UTI89 phage lysis,NS5 inhibitors,MgcRacGAP inhibition,AID2073,Large T inhibition,West Nile antiviral,RSV CPE inhibition,others
CCC(C)NCCCOc1ccc(C)cc1OC (stereo unspecified),6%,-0.2,71,0.2%,4%,14%,7%,-1%,0.0%,0.6%,
CCc1ccc(NC(=O)C2C3CCC(O3)C2C(=O)O)cc1 (stereo unspecified),1%,0.5,42,-1.6%,0%,9%,7%,2%,1.0%,6.4%,
COc1ccccc1CN1C[C@@H]2C[C@@H](C3=Cc4cc(Cl)ccc4OC3)N3CCC[C@@]23C1=O,3%,1.0,71,-0.2%,2%,3%,2%,6%,-1.4%,?,
COc1ccc(NC(C)=O)cc1NC(C)C(=O)Nc1ccccc1F (stereo unspecified),5%,-0.9,84,0.4%,-12%,10%,-3%,8%,-0.5%,2.3%,
COc1cccc(N2CCN(C3C4CC5CC(C4)CC3C5)CC2)c1 (stereo unspecified),0%,1.5,50,-0.5%,-3%,-1%,-26%,7%,-0.2%,0.3%,
c1cncc(-c2nc(NCc3ccc4c(c3)OCO4)c3ccccc3n2)c1,4%,6.0,62,-0.5%,-2%,-10%,0%,3%,0.2%,6.4%,
CC1CCCC(NC(=O)CCC(=O)NCc2ccccc2)C1C (stereo unspecified),0%,2.0,52,0.2%,-9%,13%,-2%,21%,-1.0%,1.1%,
CCOC(=O)C1=C(O)/C(=C\c2cc(C)n(-c3ccccc3F)c2C)N=C1C,4%,2.1,51,-1.2%,-5%,0%,-6%,5%,1.0%,1.0%,
CC1(c2ccc3c(c2)OCCO3)NC(=O)N(CC(=O)Nc2ccccc2)C1=O (stereo unspecified),.,1.9,65,0.8%[50 µM],-4%,3%,.,.,.,0.3%,
CC(C(=O)O)N1C(=O)c2cccc3cccc1c23 (stereo unspecified),-2%,3.4,63,0.4%,1%,11%,27%,12%,0.1%,0.1%,
O=C(CCNS(=O)(=O)c1ccc(Br)cc1)NCCc1ccccc1,-3%,0.1,71,0.2%,-3%,-2%,-8%,4%,-0.2%,-1.5%,
CCOC(=O)CNC(=O)Cn1cnc2sc(C)c(S(=O)(=O)N3CCOCC3)c2c1=O,7%,3.5,38,0.2%,-4%,-3%,3%,8%,0.5%,0.8%,
Cc1ccc2c(CNCc3ccccc3)cc(=O)oc2c1,-4%,2.0,43,-0.8%,-5%,10%,10%,7%,-0.3%,-0.9%,
O=C(NC(Cc1ccc2c(c1)OCO2)C(=O)N1CCCC1C(=O)O)c1ccccc1 (stereo unspecified),2%,1.3,37,3.3%,-1%,0%,-8%,0%,0.5%,0.3%,
O=C(CSc1cn[nH]n1)Nc1ccccc1F,.,0.9,56,0.9%[50 µM],-16%,6%,.,16%,.,-1.0%,
O=C(CCC1CCCN(Cc2ccc(O)c(Cl)c2)C1)NCc1ccccc1F (stereo unspecified),0%,-1.2,37,-0.2%,-9%,11%,10%,6%,-0.1%,-2.4%,
COCCCNC(=S)N(CCCO)Cc1cc2cc3c(cc2[nH]c1=O)OCO3,-2%,1.3,49,-0.2%,-2%,1%,-10%,7%,0.0%,1.0%,
CC(C)Cc1nnc(NC(=O)CCC(=O)Nc2ccccc2)s1,0%,1.0,59,0.4%,-10%,14%,-1%,28%,-0.1%,4.5%,
O=C(CSc1nnc(CCc2ccccc2)n1-c1ccc(Cl)cc1)NCc1ccccc1,-2%,0.5,49,-0.2%,-3%,12%,-3%,4%,.,2.3%,
O=C(CSc1nc2ccc([N+](=O)[O-])cc2[nH]1)c1ccc2ccccc2c1,1%,44*,80*,0.7%,1%,9%,-3%,27%,-0.2%,1.6%,
O=C(COC(=O)c1cnccn1)Nc1cc(S(=O)(=O)N2CCOCC2)ccc1Cl,.,2.4,59,4.2%,5%,2%,.,.,.,.,
CCOC(=O)c1cc2oc(C)cc2n1CC(=O)OC1CCCCC1,-1%,1.5,55,0.0%,-2%,-1%,-4%,-6%,-0.9%,2.3%,
CCSc1nnc(NC(=O)CSc2nc(C)cc(C)n2)s1,-8%,-0.9,66,4.0%[50 µM],-6%,8%,-4%,1%,0.1%,1.4%,
O=C(CCC1CCCC1)Nc1ccccc1-c1ccccc1,0%,0.5,72,1.7%[50 µM],-6%,-1%,5%,5%,-1.4%,2.5%,
O=C(c1cc(-c2ccncc2)nc2ccccc12)N1CCOCC1,.,0.1,47,1.1%[50 µM],-4%,9%,.,.,.,.,

# Among those listed so far, these have an NH in an aromatic ring.
SMILES,Siah-1 displacement,NTR1 agonist,NTR1 agonist cell count 20 µM,UTI89 phage lysis,NS5 inhibitors,MgcRacGAP inhibition,AID2073,Large T inhibition,West Nile antiviral,RSV CPE inhibition,others
COc1ccc(OC)c(/C=N/NC(=O)c2ccc(=O)[nH]n2)c1,1%,0.7,77,0.0%,1%,10%,-10%,7%,-0.1%,0.7%,
O=C(CSc1cn[nH]n1)Nc1ccccc1F,.,0.9,56,0.9%[50 µM],-16%,6%,.,16%,.,-1.0%,
COCCCNC(=S)N(CCCO)Cc1cc2cc3c(cc2[nH]c1=O)OCO3,-2%,1.3,49,-0.2%,-2%,1%,-10%,7%,0.0%,1.0%,
O=C(CSc1nc2ccc([N+](=O)[O-])cc2[nH]1)c1ccc2ccccc2c1,1%,44*,80*,0.7%,1%,9%,-3%,27%,-0.2%,1.6%,

# Assay outcomes from PubChem BioAssay.
